Screening results (PubChem BioAssay)
Pemphigus Ab inh: inhibitors of pemphigus antibody binding to DSG3, primary screen, biochemical, bead-based, flow cytometry, scFv-GFP. Desmoglein-3 (Homo sapiens), P32926. DSG3-coupled beads, scFv-anti-DSG3-GFP binding; stronger effect = lower value. binding (percent of control), % at 10 µM. hit rate 0.48% among 310,000;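 active means binding more than 3 SD below its plate's average and above zero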; further: some compounds called inactive have numbers as strong as hits
MITF TRPM1 HTS: activators of MITF-driven TRPM1 promoter reporter, primary screen, cell-based, SK-MEL-5, luciferase, single point; SK-MEL-5 TRPM1-promoter luciferase, 24 h; % of positive control, neutral wells = 0; activation, % at 12.5 µM; hit rate 0.75% among 300,000; AID 588334, 2011;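 active means mean activation of at least 80% with every replicate also reaching 80%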;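 further: 0% = neutral control wells and 100% = parthenolide positive control wells; values of inactives mirror those of a sister screen read the other way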
NSD2 HMT inh: NSD2 histone methyltransferase inhibitors, primary screen, biochemical, AlphaScreen, single concentration, set 2; NSD2 peptide methylation, 120 min; inhibition, % at 12.5 µM; hit rate 0.54% among 310,000; AID 743445, 2014; in the data active means inhibition above about 50%
Target sequence (O96028 whole entry, looked up): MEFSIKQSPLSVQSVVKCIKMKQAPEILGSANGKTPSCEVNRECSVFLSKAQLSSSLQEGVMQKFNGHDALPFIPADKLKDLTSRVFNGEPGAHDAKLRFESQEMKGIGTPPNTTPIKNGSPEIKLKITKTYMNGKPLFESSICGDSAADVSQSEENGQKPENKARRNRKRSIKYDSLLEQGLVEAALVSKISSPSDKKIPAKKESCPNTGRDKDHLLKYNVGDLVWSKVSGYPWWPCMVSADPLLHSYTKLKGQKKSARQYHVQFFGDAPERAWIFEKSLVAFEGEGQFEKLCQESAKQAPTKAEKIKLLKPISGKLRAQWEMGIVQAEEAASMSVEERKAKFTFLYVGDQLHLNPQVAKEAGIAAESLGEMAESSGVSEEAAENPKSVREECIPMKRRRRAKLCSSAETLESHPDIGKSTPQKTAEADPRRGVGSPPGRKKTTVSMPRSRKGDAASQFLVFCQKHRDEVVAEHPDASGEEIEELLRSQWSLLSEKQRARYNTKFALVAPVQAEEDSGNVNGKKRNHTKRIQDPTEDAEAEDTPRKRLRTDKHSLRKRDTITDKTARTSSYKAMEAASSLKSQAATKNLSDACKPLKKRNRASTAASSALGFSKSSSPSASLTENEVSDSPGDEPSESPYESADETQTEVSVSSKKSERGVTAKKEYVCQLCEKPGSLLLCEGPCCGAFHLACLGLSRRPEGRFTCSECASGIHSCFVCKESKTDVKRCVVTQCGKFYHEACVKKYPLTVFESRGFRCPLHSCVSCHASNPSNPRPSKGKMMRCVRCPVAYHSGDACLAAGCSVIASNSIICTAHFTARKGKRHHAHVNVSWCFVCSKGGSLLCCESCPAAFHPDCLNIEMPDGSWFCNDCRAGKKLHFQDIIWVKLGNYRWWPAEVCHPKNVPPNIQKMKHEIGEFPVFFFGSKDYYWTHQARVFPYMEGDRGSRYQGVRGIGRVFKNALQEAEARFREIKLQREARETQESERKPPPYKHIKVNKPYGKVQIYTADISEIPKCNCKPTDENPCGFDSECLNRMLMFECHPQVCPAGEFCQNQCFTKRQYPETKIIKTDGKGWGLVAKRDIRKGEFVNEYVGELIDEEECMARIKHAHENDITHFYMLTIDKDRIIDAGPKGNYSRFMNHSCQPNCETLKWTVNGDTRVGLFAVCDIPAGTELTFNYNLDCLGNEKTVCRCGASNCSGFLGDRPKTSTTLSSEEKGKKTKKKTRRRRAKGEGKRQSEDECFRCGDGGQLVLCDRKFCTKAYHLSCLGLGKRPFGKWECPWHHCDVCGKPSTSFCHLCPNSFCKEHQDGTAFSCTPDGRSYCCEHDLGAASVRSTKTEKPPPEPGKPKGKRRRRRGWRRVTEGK
PKA-R2B act: activators of PKA-R2B holoenzyme, primary screen, biochemical, fluorescence polarization, Cy5-IP20, human; PKA-R2B holoenzyme dissociation; R2B truncated from residue 108, S112A mutant; 0% DMSO only, 100% 113 µM cGMP; hit rate 0.079% among 340,000; AID 504700, 2011; activation, % at 11.4 µM; cAMP-dependent protein kinase catalytic subunit beta (Homo sapiens) + cAMP-dependent …;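 active means activation above a cutoff set at the mean over all compounds plus 3 SD, cut at about 18% in these data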;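 further: higher means more holoenzyme dissociation and a rise in polarization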
Mot1-301 SUMO: yeast Mot1-301 growth rescue at high temperature, primary screen, SUMOylation pathway inhibitor project, S. cerevisiae, ATP luminescence, 38.5C | S. cerevisiae Mot1-301 growth rescue; percent above DMSO median, 100 means doubled | growth rescue, % at 18.8 µM | hit rate 1% among 320,000 | AID 2716, 2010;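 active means every valid replicate shows activation above 250% relative to neutral control wells; inactive means the rest, any valid replicate at or below 250%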;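 further: OY570 slx delta 5 strain wells were the positive control but not used for scaling; some compounds called inactive have numbers as strong as hits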
PKA-R1A activ: activators of PKA-R1A holoenzyme, primary screen, biochemical, fluorescence polarization, Cy5-IP20, bovine R1A, mouse PKAc; cAMP-dependent protein kinase type I-alpha regulatory subunit (Bos taurus) + …; PKA-R1A dissociation; scaled: DMSO 0%, 113 µM cGMP 100%; activation, % at 11.4 µM; hit rate 0.083% among 340,000;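 active means percent activation above the mean of all tested compounds plus 3 SD, cut at about 19% in these data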;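 further: higher means more PKAc released from R1A so a rise in polarization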
Arr AP2 block: inhibitors of beta-arrestin/AP2 binding, primary screen, biochemical, GPCR trafficking, flow cytometry. beta-arrestin 1 C-terminal peptide binding to AP2 beta2-adaptin appendage (human). FITC-arrestin peptide / GST-AP2 beads; AP2 beta2 appendage carries R879A mutation. inhibition, % at 10 µM. hit rate 0.31% among 340,000;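 active means inhibition above a set limit, near 3 SD of compounds lacking own fluorescence, cut at about 54% in these data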;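 further: plate controls were DMSO wells for no effect and 5 µM unlabelled arrestin peptide for full effect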
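System: GST-AP2 R879A glutathione beads; medium: PBS, Tween 20 0.05%, BSA 0.1%; reagent: fluorescein-tagged arrestin peptide at 50 nM final; schedule: pre-incubation 12 min, peptide binding 1 h, room temperature; detection: flow cytometry, FL1 (488/535 nm); read-out: inhibition as reduced fluorescein signal on beads, percent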
SR-BI HDL uptake: inhibitors of SR-BI mediated HDL lipid uptake, primary screen, ldlA[mSR-BI] cells, fluorescence, single point | Scavenger receptor class B member 1 (Mus musculus), Q61009 | inhibition, % at 12.5 µM | hit rate 0.96% among 320,000 | AID 488896, 2010 | ldlA[mSR-BI] CHO cells, DiI-HDL uptake fluorescence, 3 h;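 active means mean replicate inhibition of at least 70% and a set share of replicates each scoring 70 or more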;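 further: 0% = median of neutral control wells and 100% = median of positive control wells; values of inactives mirror those of a sister screen read the other way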
CDK5 p35 inh: inhibitors of human CDK5/p35 kinase, primary screen, biochemical, single concentration; Recombinant CDK5/p35, ADP-Glo luminescence, 60 min; inhibition, % at 10 µM; hit rate 0.01% among 330,000; Cyclin-dependent kinase 5 (Homo sapiens) + Cyclin-dependent kinase 5 activator 1 (Homo …;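 active means highest replicate inhibition of at least 50% and at least 75% of replicates reaching 50%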;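 further: plate controls were DMSO neutral control for no effect and GW8510 at 10 µM for full effect; many of its hits are not listed in these tables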
dFosB activator: activators of delta FosB homodimer, primary screen, biochemical, fluorescence polarization, TAMRA-CDK5 oligo, single point | Protein FosB (Mus musculus), P13346 | purified delta FosB; percent of positive-control signal above neutral wells | activation, % at 25 µM | hit rate 0.99% among 340,000 | AID 493131, 2011;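 active means mean activation above about 17%, with every replicate also reaching it, limit read from the data, passing the limit was not always enough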;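 further: fluorescence polarization rise as delta FosB binds a TAMRA Cdk5 AP-1 oligo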
SR-BI DiI-HDL act: activators of SR-BI mediated DiI-HDL uptake, primary screen, ldlA[mSR-BI] CHO cells, DiI fluorescence. 3 h; 100 = double the neutral-control signal. activation, % at 12.5 µM. hit rate 0.096% among 320,000. AID 504775, 2011;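 active means mean replicate activation of at least 60% and every replicate at or above 60%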;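 further: 0% = median plate neutral-control signal and 100% = twice that signal; values of inactives mirror those of a sister screen read the other way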
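Material: SR-BI-overexpressing, LDLR-lacking CHO cells | Dosing: Single compound concentration, delivered by pin transfer | Probe or stimulus: Labelled HDL, 10 µg/mL | Signal: Bottom-read cell fluorescence after medium removal, ex 550/em 595 nm | Schedule: 3 h, 37 °C | Evaluation: HDL uptake via cellular fluorescence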
* marks the source's active call; other numbers are inactive results; nt = no result given; & = joins results of further samples.

No.	canonical_smiles	Pemphigus Ab inh	MITF TRPM1 HTS	NSD2 HMT inh	PKA-R2B act	Mot1-301 SUMO	PKA-R1A activ	Arr AP2 block	SR-BI HDL uptake	CDK5 p35 inh	dFosB activator	SR-BI DiI-HDL act
1	CC(NC(=O)c1ccc2c(c1)OCO2)C(c1cccs1)N1CCN(c2ccccc2)CC1 (configuration not stated)	99.2	-0.5	nt	-1.3	12.1	-3.0	-8.8	8.7	2.2	-1.5	-8.7
2	CNS(=O)(=O)c1ccc(NC(=O)c2ccoc2C)cc1	104.4	25.6	-1.5	6.3	-8.1	-13.7	5.3	7.7	-2.4	-6.6	-7.7
3	COc1ccc(NC(=O)CN2CCN(S(=O)(=O)c3ccc(Br)cc3)CC2)c(OC)c1	101.4	3.3	-3.8	-0.6	0.8	2.6	-9.8	6.6	-0.6	3.8	-6.6
4	COc1ccccc1N/N=C(\C#N)C(=N)N1CCOCC1	103.5	1.0	-3.6	11.2	-7.6	-3.7	8.2	10.4	-1.6	-9.4	-10.4
5	COc1ccc(-c2cc3nc(C)cc(C)n3n2)cc1	100.4	52.9	-1.2	-1.6	-5.5	10.8	-4.1	23.8	-0.6	-3.5	-23.8
6	Cc1ccc(C)c(-n2c(CNC(=O)c3ccco3)nnc2SCC(=O)Nc2nccs2)c1	103.3	-1.0	-1.4	-19.9	-14.7	-6.4	-1.2	12.8	1.2	-9.1	-12.8
7	CN(C)/C=C(\C#N)C(=O)c1cccnc1Oc1ccc(F)cc1F	96.7	3.7	-6.0	-10.0	-7.4	5.1	1.9	-4.9	0.5	4.3	4.9
8	CCN(CC(=O)Nc1ccc(NC(C)=O)cc1)C(=O)/C=C/c1ccc2c(c1)OCO2	99.1	1.7	nt	-1.6	37.7	0.4	3.7	45.4	0.7	0.4	-45.4
9	COc1ccccc1CNC(=O)C1=CCN(S(=O)(=O)c2ccc(C)cc2)CC1	100.2	2.2	-0.5	-1.0	-10.5	-7.4	17.6	nt	0.4	-7.9	nt
10	O=C(NCC1(N2CCOCC2)CCCCC1)c1ccc(Cl)c(S(=O)(=O)NCc2ccco2)c1	100.9	4.0	1.2	-2.5	343.1	0.5	16.2	-16.4	1.2	-3.8	16.4
11	CCCn1c(N)c(NCCN2CCOCC2)c(=O)[nH]c1=O	106.2	7.7	-3.0	-4.3	-3.5	-17.2	30.4	-8.9	3.5	0.9	8.9
12	CCOC(=O)c1sc(=NC(=O)c2ccc(Br)cc2)n(C)c1C	103.6	7.4	-0.4	-6.8	5.7	2.3	27.6	-16.3	0.6	0.7	16.3
13	Cc1cc(=O)[nH]c(N/N=C/c2ccc(OC(=O)c3ccco3)cc2)n1	90.8	-11.5	0.6	-7.1	13.9	9.2	4.1	-21.6	0.4	-6.8	21.6
14	COc1ccc(-c2cc(C(=O)Nc3ccccc3F)on2)cc1	99.3	95.0*	-0.1	-4.4	-9.7	12.1	1.5	5.7	-2.2	8.4	-5.7
15	O=C(COC(=O)C1CC2C=CC1C2)NCCc1ccccc1 (configuration not stated)	104.1	5.6	-1.1	-5.5	59.0	-2.0	-12.9	-240.1	-1.4	-0.9	240.1*

Following part.
No.	canonical_smiles	Pemphigus Ab inh	MITF TRPM1 HTS	NSD2 HMT inh	PKA-R2B act	Mot1-301 SUMO	PKA-R1A activ	Arr AP2 block	SR-BI HDL uptake	CDK5 p35 inh	dFosB activator	SR-BI DiI-HDL act
16	CCOC(=O)C1=C(C)N(C)C(=S)NC1c1ccccc1 (configuration not stated)	86.4	-11.0	-2.5	-9.1	2.0	-9.3	1.0	-12.3	-0.9	0.0	12.3
17	CCOc1ccc(/C(O)=C2/C(=O)C(=O)N(c3nc(C)c(C)s3)C2c2ccco2)cc1 (configuration not stated)	109.4	12.8	3.5	-10.7	nt	-3.6	18.0	4.1	-6.4	-12.1	nt
18	CCOC(=O)C1(Cc2ccc(Cl)cc2)CCN(C2CCC2)CC1	97.0	3.3	1.0	-4.6	-14.0	-10.6	-3.6	-8.7	0.4	-0.9	8.7
19	O=C(CN1CCc2ccccc21)NN1CC(=O)N(c2ccc(Cl)cc2)CC1=O	101.1	2.0	-0.6	0.1	483.7*	-7.9	-0.1	33.6	2.1	-6.3	-33.6
20	CCCCCc1cc(=O)oc2c(C(CCN3CCCC3)c3cc(OC)c(OC)c(OC)c3)c(OC)cc(OC)c12 (configuration not stated)	111.3	-93.9	nt	-6.0	5.9	6.0	0.6	-25.4	-2.4	0.4	25.4
21	COP(=O)(CC(=O)c1ccccc1)CC(=O)c1ccccc1	101.0	16.6	1.2	-21.7	-2.0	0.1	23.0	-16.4	0.0	-7.1	16.4
22	COc1ccccc1C(=O)C1CCCN(C(=O)c2ccco2)C1 (configuration not stated)	103.5	-4.9	6.4	-1.9	12.0	-6.0	19.2	-12.1	-0.6	-1.6	12.1
23	COc1ccccc1N=Cc1nc(-c2ccccc2)oc1OC(C)=O	108.8	nt	-1.2	-10.4	180.8	4.1	-10.4	10.0	0.5	-8.7	-10.0
24	COC(=O)Cc1csc(N)n1	105.1	-5.9&1.5	-1.4&-0.5	-6.6&-6.4	-5.9&32.1	10.0&-2.6	26.3&-0.3	-30.8&-11.3	-0.8&5.7	-1.9&-7.1	30.8&11.3
25	O=C1C(Nc2ccccc2)=CC(c2ccc(O)cc2)N1c1ccccc1 (configuration not stated)	100.3	14.4	7.8	-2.6	-13.5	-5.2	-2.9	nt	6.2	-12.0	nt
26	O=C(c1ccc([N+](=O)[O-])cc1)n1nc(-c2ccccc2)nc1NCc1ccccc1	110.4	22.2	-5.8	7.7	90.9	4.8	12.3	5.4	-1.1	-6.5	-5.4
27	O=[N+]([O-])c1ccc(S(=O)(=O)c2cccc(C(F)(F)F)c2)nc1	98.8	nt	nt	5.0	-58.4	-6.7	11.3	-6.9	-0.7	-4.7	6.9
28	CC(O)CNc1nc2sc3c(c2c(=O)n1CCc1ccccc1)CCCCC3 (configuration not stated)	112.3	38.4	-0.9	-5.2	3.4	3.0	1.2	54.5	-5.8	-3.3	-54.5
29	CC(CCc1ccccc1)NC(=O)C1CCN(S(=O)(=O)c2cnc[nH]2)CC1 (configuration not stated)	93.3	10.8	nt	7.8	2.3	14.1	5.8	-15.7	1.5	0.8	15.7
30	COc1cc(-c2cc(C(=O)Nc3ccc(S(=O)(=O)Nc4ncccn4)cc3)c3ccccc3n2)cc(OC)c1OC	85.8	-8.1	nt	-4.1	118.8	-4.1	1.5	nt	-3.0	12.5	nt

Following part:
No.	canonical_smiles	Pemphigus Ab inh	MITF TRPM1 HTS	NSD2 HMT inh	PKA-R2B act	Mot1-301 SUMO	PKA-R1A activ	Arr AP2 block	SR-BI HDL uptake	CDK5 p35 inh	dFosB activator	SR-BI DiI-HDL act
31	CCCCNC(=O)COC(=O)c1c2c(nc3ccccc13)CCC2	100.8	4.1	3.7	14.5	-0.3	-8.0	-0.1	6.7	-1.7	-11.4	-6.7
32	COC(=O)c1ccccc1S(=O)(=O)N1CCC(NC(=O)c2ccccc2)CC1	106.3	-8.7	-2.5	0.0	377.1	-10.5	27.6	-4.1	0.9	2.6	4.1
33	COC(=O)c1[nH]c2c(c1C)C(=O)CCC2	96.1	0.5	-3.2	-6.3	-12.0	-4.0	-1.3	3.7	3.8	1.5	-3.7
34	Cc1ccc(CN2CCN(Cc3cnn(-c4ccc(F)cc4)c3)CC2CCO)o1 (configuration not stated)	108.4	-5.9	-0.9	-7.7	-15.7	0.0	-1.7	-25.9	-2.1	-9.3	25.9
35	O=C(NCc1ccccc1)c1ccc(NC(=O)c2ccccc2F)cc1	nt	2.1	-4.6	-8.9	0.8	-2.2	7.9	11.7	0.4	8.9	-11.7
36	CC1CCN(Cc2csc(N)n2)CC1	100.7	13.4	2.5	2.1	6.2	-14.7	1.8	-26.2	-1.0	9.2	26.2
37	COc1cccc(N2CCN(S(=O)(=O)c3ccc4c(c3)NC(=O)C(C)C(=O)N4)CC2)c1 (configuration not stated)	99.4	-2.8	-2.6	-4.5	-6.9	2.1	5.0	-2.7	0.1	-6.6	2.7
38	CCOC(=O)c1c(-c2cccc([N+](=O)[O-])c2)cn2ccccc12	96.2	-7.2	0.0	-5.7	-12.8	-8.7	-20.6	7.1	-0.6	-1.6	-7.1
39	O=C(CCNS(=O)(=O)c1ccc(Cl)cc1)N1CCCC1	109.1	-0.9	-0.5	-5.4	-5.5	-4.3	3.0	-14.6	-1.6	-1.2	14.6
